Screens deposited in PubChem BioAssay by several laboratories.
D1 allo mod – D1 dopamine receptor (human) allosteric modulation; P21728; HEK293 D1, CRE-luciferase, dopamine EC30 potentiation; actives deviate in either direction; 58,000 compounds, 5.9% hits; B-score at 10 µM;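 active = luminescence count or its row- and column-corrected plate score outside the 99.7% band of the plate's sample wells, on either side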
HER2 expr 66K – lowers expression of human Her2 kinase | P04626 | SKBR-3 HER2 protein level, AlphaScreen, 18-24 h; active compounds read low | HER2 level % of control, % at 10 µM | 65,000 compounds, 0.69% hits | AID 645;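 active = HER2 level under 5% of the carrier-only control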;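 note: 100% = DMSO carrier and 0% = 500 nM PU-H71 HSP90 inhibitor; lower value means stronger loss of Her2 protein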
Target sequence (P04626 whole entry, looked up): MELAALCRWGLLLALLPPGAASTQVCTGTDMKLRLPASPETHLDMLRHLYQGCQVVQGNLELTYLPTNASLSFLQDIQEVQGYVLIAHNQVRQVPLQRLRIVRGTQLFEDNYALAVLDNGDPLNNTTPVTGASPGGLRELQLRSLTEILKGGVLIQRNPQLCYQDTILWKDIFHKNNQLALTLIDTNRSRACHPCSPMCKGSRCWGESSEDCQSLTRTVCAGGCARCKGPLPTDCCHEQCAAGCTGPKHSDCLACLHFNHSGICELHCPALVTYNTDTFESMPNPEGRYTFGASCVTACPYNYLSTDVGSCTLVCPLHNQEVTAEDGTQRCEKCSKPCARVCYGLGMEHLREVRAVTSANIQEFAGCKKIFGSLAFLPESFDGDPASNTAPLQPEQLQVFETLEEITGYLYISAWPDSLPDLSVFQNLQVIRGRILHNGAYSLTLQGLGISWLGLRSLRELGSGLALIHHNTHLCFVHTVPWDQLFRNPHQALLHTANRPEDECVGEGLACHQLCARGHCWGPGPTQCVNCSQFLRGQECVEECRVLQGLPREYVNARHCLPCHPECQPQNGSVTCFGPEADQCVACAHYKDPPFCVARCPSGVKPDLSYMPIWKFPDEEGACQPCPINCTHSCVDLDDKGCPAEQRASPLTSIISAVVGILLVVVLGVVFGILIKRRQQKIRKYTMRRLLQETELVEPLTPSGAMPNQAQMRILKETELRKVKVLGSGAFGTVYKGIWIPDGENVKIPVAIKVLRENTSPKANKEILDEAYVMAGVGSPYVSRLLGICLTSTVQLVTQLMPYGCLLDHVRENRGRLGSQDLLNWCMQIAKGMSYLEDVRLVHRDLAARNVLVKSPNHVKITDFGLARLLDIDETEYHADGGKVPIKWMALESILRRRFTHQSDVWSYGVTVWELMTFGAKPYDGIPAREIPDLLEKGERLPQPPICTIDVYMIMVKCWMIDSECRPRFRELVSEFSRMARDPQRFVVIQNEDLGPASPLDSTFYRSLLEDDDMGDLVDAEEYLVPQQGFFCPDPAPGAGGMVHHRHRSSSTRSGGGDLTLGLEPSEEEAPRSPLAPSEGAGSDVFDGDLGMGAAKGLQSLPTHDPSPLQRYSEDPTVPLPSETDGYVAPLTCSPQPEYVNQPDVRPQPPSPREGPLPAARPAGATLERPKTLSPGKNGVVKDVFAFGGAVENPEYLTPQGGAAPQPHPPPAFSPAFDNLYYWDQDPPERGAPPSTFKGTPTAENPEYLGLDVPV
HTR1A agonist – agonists of human 5-HT1a serotonin receptor; P08908; CHO 5-HT1a Ga15 NFAT-bla reporter, FRET ratio; 0% basal, 100% maximal reference agonist; activation, % at 10 µM; 65,000 compounds, 0.56% hits; AID 567;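 active = activation above the screen-wide mean activation plus 3 SD, cut at about 19% in these data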;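 note: 0% = DMSO wells and 100% = 5-CT at EC100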
NADH coupling – inhibitors of enzymes used to reach an NAD/NADH endpoint; coupled PK/LDH NADH assays, four targets; IC50, µM (doses to about 10 µM), inactives show at the top dose inhibition; 65,000 compounds, 0.02% hits;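 active = single-dose screening hits from any of four coupled enzyme assays that gave an IC50 when retested across doses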;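 note: the DPM-DC format reads NADH fluorescence rather than 340 nm absorbance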
Fluor 339 460 – intrinsic fluorescence of library compounds, ex339/em460 – biochemical, MLSMR library, data from DPM-DC assay, artefact control, profiling panel | compound autofluorescence, ex339/em460 nm, NADH buffer; active compounds read high; 1 = no-compound wells, NADH background | fluorescence fold increase at 10 µM | 65,000 compounds, 5.5% hits | AID 709;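 active = at 10 µM, mean starting fluorescence two-fold or more over control wells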;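 note: signal is the first read of a kinetic run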
Hsp90 block – displaces geldanamycin probe from tumor Hsp90. 64,000 compounds, 0.35% hits. NCI-N417 lysate Hsp90, Cy3B-geldanamycin FP displacement. AID 429. inhibition, % at 30 µM;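 active = inhibition above 50%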;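 note: 0% = tracer plus lysate wells and 100% = tracer alone without lysate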
M1 antagonist – M1 muscarinic receptor (rat) antagonism | P08482 | 64,000 compounds, 3.4% hits | CHO-M1 cells, Fluo-4 calcium, ACh EC80 antagonist mode; active compounds read low | B-score at 10 µM;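 active = calcium fluorescence response, raw or row-and-column corrected B-score, differing from the plate sample mean either way at a set confidence level, mostly lower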
E coli RNAP – blocks E. coli RNA polymerase transcription; P0A8V2; fluorescence transcription assay; inhibition, %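 (tested at 10 µM)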; 62,000 compounds, 0.2% hits; AID 559; in the data active = inhibition above about 20%;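 note: 0% = enzyme without compound and 100% = no enzyme blank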
M1 agonist – M1 muscarinic receptor agonism | CHO-M1 cells, Fluo-4 calcium fluorescence, agonist mode; active compounds read high | B-score at 10 µM | 64,000 compounds, 3% hits | AID 626;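 active = fluorescence rise, raw or as B-score row- and column-corrected plate score, outside the 99.7% band of its plate's samples, either direction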
* marks the source's active call; other numbers are inactive results; x = not tested or not shown; [ ] = another dose, or the depositor's remark.

SMILES | D1 allo mod | HER2 expr 66K | HTR1A agonist | NADH coupling | Fluor 339 460 | Hsp90 block | M1 antagonist | E coli RNAP | M1 agonist
Cn1c(Cc2cccs2)n[nH]c1=S | 0.24 | 121 | -0.6 | 5% | 1.1 | -5 | -0.89 | 1 | -0.44
CCc1nc2ccccc2n1Cc1cc(=O)n2cc(C)ccc2n1 | -0.098 | 119 | 0.2 | 10% | 3.4* | -3 | -0.11 | 1 | 0.58
O=C(O)c1nc2ccccc2nc1C(=O)O | -0.92 | 110 | -0.7 | 0% | 1.1 | 1 | -0.16 | 1 | -0.51
CC(C)COC(=O)Cc1c(O)c2ccccc2[nH]c1=O | 0.14 | 100 | -1.6 | 1% | 1.2 | -2 | 0.43 | -3 | -0.73
NC(=O)c1nn(-c2ccccc2)nc1N | 1 | 87 | -2.5 | 2%[fluoresces] | 3.9* | 1 | 0.32 | -10 | 0.14
Cc1cc(C)c2c(=O)[nH]c(SCC(=O)Nc3ccccc3)nc2n1 | 1.3 | 124 | 1.4 | 8% | 1.2 | 1 | -0.062 | 7 | -0.41
C=CCn1c(Cc2ccc(OCC)cc2)nnc1SCC(N)=O | -0.69 | 109 | -2.4 | 4% | 1.1 | -3 | 0.019 | 2 | 0.8
Cc1cccc(Cn2c(=O)n(CCCC(=O)NCc3ccco3)c(=O)c3ccccc32)c1 | 0.85 | 73 | -0.5 | 6% | 1.1 | -2 | 0.036 | -1 | 0.92
Cc1cccc(-n2nnc(C(=O)N3CCc4ccccc4C3)c2N)c1 | -0.19 | 106 | -2.1 | 1% | 1.1 | -1 | -0.87 | -2 | 1.9
O=C1CC(c2cccs2)Cc2nc(NCC3CCCO3)ncc21 (centres undefined) | 3 | 123 | -3.6 | 6% | 1.1 | 3 | 0.53 | 0 | 0.71
O=C(O)CC(NS(=O)(=O)c1ccc(Br)cc1)c1ccco1 (centres undefined) | -0.38 | 99 | -2.2 | 5% | 1.1 | 0 | 0.018 | -2 | 0.64
COc1nc(C#N)c(N2CCOCC2)o1 | 0.041 | 131 | -2.9 | 5% | 1 | 1 | 1.3 | 10 | -1.1
COC(=O)c1c(NC(=O)c2ccco2)sc(C(=O)N2CCCC2)c1C | 6.9* | 155 | 0.3 | 5% | 1.2 | -3 | x | -3 | x
CCc1nc2oc3cc(OC)ccc3c(=O)c2c(=O)n1-c1ccccc1 | -0.2 | 74 | -0.8 | 5% | 1.1 | -3 | -0.022 | x | 0.65
CCOC(=O)Nc1ccc2c(c1)ncn2C1CCCCC1 | 0.23 | 71 | 1.5 | 8% | 1.1 | -8 | 0.24 | -5 | 0.89
CCCS(=O)(=O)c1nc(S(=O)(=O)c2ccc(C)cc2)c(NCCCN2CCOCC2)s1 | x | 97 | -3.1 | 4% | 1.1 | 0 | 0.017 | 3 | 2.5*
CS(=O)(=O)c1cccc(C(=O)Oc2ccccc2)c1 | -1.6 | 91 | -1.5 | 6% | 1 | -2 | 0.27 | 6 | -0.009
CC(=O)N1CCCc2cc(S(=O)(=O)N(CC(C)C)CC(C)C)ccc21 | 0.073 | 97 | 0.0 | 15% | 1.1 | -1 | 0.65 | 5 | -0.018
COc1ccc2c(c1)nc1n2CN(CC2CCCO2)CN1Cc1ccccc1 (centres undefined) | 0.096 | 61 | 0.7 | 8% | 1.1 | -1 | -0.019 | 2 | -0.27
CN(C)c1nc2n(c(=O)n1)C(C#N)CS2 (centres undefined) | 0.59 | 144 | 2.5 | 0% | 1.1 | -2 | 3* | -7 | -0.059
Cn1c(=O)c2c(nc(-n3ccnc3)n2Cc2ccc(Cl)cc2Cl)n(C)c1=O | -0.45 | 99 | 0.5 | 8% | 1 | -3 | 1.3 | 5 | 0.89
Cc1c(/C(O)=C2\C(=O)C(=O)N(CCCN(C)C)C2c2ccncc2)cnn1-c1ccccc1 (centres undefined) | -0.097 | 105 | 0.6 | 8% | 1.1 | 2 | -1.5 | 2 | 1.1
OC1CCN(c2ncnc3c2nnn3Cc2c(F)cccc2Cl)CC1 | 3.5 | 77 | 1.0 | 6% | 1.1 | -3 | 0.6 | 2 | -1.1
COCCNC(=O)COc1cc(=O)n(C)c2ccccc12 | x | 96 | -2.8 | 5% | 1 | -5 | -0.72 | 5 | 0.19
COCCSc1nc2c(c(=O)[nH]c(=O)n2C)n1Cc1cccc(C)c1 | x | 80 | 0.2 | 9% | 1 | 4 | -0.029 | 9 | -0.67
CC1Cc2ccccc2N1C(=O)CSc1nnc2sc3ccccc3n12 (centres undefined) | 0.6 | 88 | -0.2 | 8% | 1.1 | 2 | -0.23 | 9 | 1.7
CCCC(=O)Nc1ccc(NC(=O)c2ccco2)cn1 | -0.35 | 77 | -1.0 | 3% | 0.96 | x | 0.0097 | 8 | 0.025
CC(=O)c1c(C)[nH]c(C(=O)OCC(=O)Nc2ncc(Cl)c(C)c2Cl)c1C | 1.1 | 100 | 1.1 | 5% | 1 | -7 | -15* | 7 | -0.19
O=C(CN1C(=O)c2cccc3cccc1c23)N1CCc2ccccc2C1 | 0.24 | 62 | -1.3 | 14% | 1.9 | -1 | -0.055 | x | -1.1
CCC(SC1=Nc2ccccc2C2=NC(CC(C)C)C(=O)N12)C(=O)Nc1ccc2c(c1)OCO2 (centres undefined) | x | 93 | 0.8 | 6% | 1.2 | 13 | x | -1 | x
CCOc1ccc(Nc2nc(Cc3nnc(SCC(N)=O)o3)cs2)cc1 | 0.23 | 58 | -0.3 | 5% | 1 | -3 | -1.7* | 10 | -0.9
CCOC(=O)c1ccc(N2C(=O)c3n[nH]c(C)c3C2c2ccccc2)cc1 (centres undefined) | 1.3 | 63 | 3.6 | 2% | 1.2 | -1 | -0.44 | 1 | -0.46
COC(=O)c1sc(NC(=O)CSc2nc3cccnc3n2C2CCCCC2)nc1C | 9.5* | 63 | 0.0 | 3% | 1.1 | -4 | 0.49 | 1 | -0.44
CCCCN(CCCC)CCn1cnc2c([nH]c3ccc(OC)cc32)c1=O | -0.15 | 94 | -1.5 | 2%[fluoresces] | 2.3* | -3 | 0.12 | 9 | 0.51
COc1ccc(NC(=O)c2ccco2)cc1NC(=O)c1ccco1 | -0.16 | 80 | -2.5 | 5% | 1.1 | -1 | 0.33 | 4 | 0.12
COC(=O)c1ccccc1NC(=O)CSc1nc2c(c(=O)n(C)c(=O)n2C)n1C | 0.57 | 88 | -0.2 | 2% | 1.1 | -1 | 1.2 | -14 | -0.21

Profiles, quoted from the list.
`CCCCN(CCCC)CCn1cnc2c([nH]c3ccc(OC)cc32)c1=O` as listed: D1 allo mod = -0.15; HER2 expr 66K = 94; HTR1A agonist = -1.5; NADH coupling = 2%[fluoresces]; Fluor 339 460 = 2.3*; Hsp90 block = -3; M1 antagonist = 0.12; E coli RNAP = 9; M1 agonist = 0.51
`CCC(SC1=Nc2ccccc2C2=NC(CC(C)C)C(=O)N12)C(=O)Nc1ccc2c(c1)OCO2` (centres undefined) as listed: D1 allo mod = x; HER2 expr 66K = 93; HTR1A agonist = 0.8; NADH coupling = 6%; Fluor 339 460 = 1.2; Hsp90 block = 13; M1 antagonist = x; E coli RNAP = -1; M1 agonist = x
`COCCSc1nc2c(c(=O)[nH]c(=O)n2C)n1Cc1cccc(C)c1` as listed: D1 allo mod = x; HER2 expr 66K = 80; HTR1A agonist = 0.2; NADH coupling = 9%; Fluor 339 460 = 1; Hsp90 block = 4; M1 antagonist = -0.029; E coli RNAP = 9; M1 agonist = -0.67

Later entries.
SMILES | D1 allo mod | HER2 expr 66K | HTR1A agonist | NADH coupling | Fluor 339 460 | Hsp90 block | M1 antagonist | E coli RNAP | M1 agonist
CC(C)c1c(O)nc(SCCC(=O)O)[nH]c1=O | -0.082 | 104 | -1.3 | 8% | 1 | -2 | x | 7 | x
CCOC(=O)C1=C(C)N=C2SC(C)C(=O)N2C1c1ccc(OCC)c(OCC)c1 (centres undefined) | 1.8 | 134 | 0.6 | 6% | 1 | -1 | -0.48 | 8 | 0.63
CC1CCC(NS(=O)(=O)c2ccc3c(c2)n(C)c(=O)c(=O)n3C)CC1 (centres undefined) | x | 76 | -5.3 | 8% | 1.5 | -1 | -0.85 | 2 | -0.0021
CCOc1ccccc1C(=O)NCC(=O)OCC(=O)N1C(C)CCCC1C (centres undefined) | -0.12 | 97 | 0.6 | 2% | 1 | 2 | -0.3 | -4 | -2.6*
CCOc1ccc(NC(=O)Nc2cc(C)on2)cc1 | -0.14 | 92 | 0.2 | 0% | 1.1 | -6 | -0.0022 | -6 | -2.1
COc1ccc(C2CC(=O)N3CN(c4ccc(C)c(Cl)c4)CSC3=C2C#N)cc1OC (centres undefined) | x | 113 | -0.3 | 1% | 1.1 | 1 | 0.093 | 4 | 10*
CCOC(=O)c1c(C)c(C(=O)N2CCCCCC2)c(C)n1C | x | 88 | -0.3 | 7% | 1.1 | -1 | -0.15 | 5 | 1.2
CCCn1c(SCC(N)=O)nc2c(c1=O)C1(CCCC1)Cc1ccccc1-2 | x | 72 | 2.7 | 4% | 1.1 | -3 | 0.38 | 5 | 0.2
CC(Oc1ccccc1)C(=O)NC1CC(C)(C)NC(C)(C)C1 (centres undefined) | 0.094 | 81 | 0.5 | 3% | 1 | -2 | 0.74 | 14 | 0.74
CCOC(=O)C1CCN(C(=O)Cn2cc3c(n2)CCC(C)C3)CC1 (centres undefined) | x | 105 | -2.4 | 5% | 1.1 | -2 | -0.38 | -1 | 1.8
CN(C)CCNC(=O)c1cc2cc(Br)ccc2oc1=O | 0.45 | 221 | -1.5 | 6% | 1.1 | x | -1.1 | 1 | 0.44
COc1cccc(OCC(=O)Nc2ccc(OC)c(OC)c2)c1 | x | 95 | 1.1 | 5% | 1.1 | -1 | -0.36 | x | -0.072
COc1ccc(CNC(=O)c2cccc(N(C)C)c2)cc1 | -0.0039 | 135 | 0.8 | 4% | 1.8 | -3 | 0.24 | 3 | -1.1
CC1CCN(c2nc(-c3ccccc3)c(C#N)c(=O)[nH]2)CC1 | x | 124 | -1.6 | 9% | 1.1 | x | 0.15 | -1 | -1.3
COc1cccc(N2CCN(C(=O)c3cccnc3)CC2)c1 | 1.1 | 105 | -3.0 | 6% | 1.1 | x | -0.69 | 5 | -0.3
Cc1nc2ccccc2c(=O)n1N | x | 142 | 0.2 | 3% | 1 | -5 | -0.057 | 4 | 0.47
COc1cc(-c2c(C#N)c(N)nc3c2c(C)nn3-c2ccc(C)c(C)c2)cc(OC)c1OC | -0.0044 | 51 | -0.5 | 2%[fluoresces] | 3.8* | -8 | x | 8 | x
CC1CC2(CC(C)(C(=O)CSc3n[nH]c(-c4ccccc4Cl)n3)OC2=O)C(=O)O1 (centres undefined) | -0.14 | 114 | -2.8 | 4% | 1 | -2 | -0.67 | 9 | -0.8
Cc1c(C(=O)N2CCCC2)sc(NC(=O)c2cccs2)c1C#N | 2.1 | 86 | 0.2 | 3% | 1.1 | -10 | 0.071 | 2 | -1.3
COc1ccc(C2C(C(=O)NCc3ccccc3)=C(C)Nc3ncnn32)cc1OC (centres undefined) | -0.73 | 102 | -0.8 | 8% | 1.1 | 2 | 0.11 | 2 | 0.17
COC1CCCCC1Nc1cccc(SC)c1 (centres undefined) | -0.38 | 93 | -1.1 | 3% | 1 | -1 | 1.1 | 14 | 0.93
c1ccc(Nc2ccccc2Nc2ccccn2)nc1 | 0.47 | 153 | -4.7 | 2% | 1.1 | 21 | -0.16 | -1 | -0.014
CC(=O)NCCOc1cccc(OCCNC(C)=O)c1 | -1.3 | 118 | 0.5 | 2% | 1 | -4 | 0.068 | -14 | 0.82
Cc1cc(C)n2nc(Cc3ccccc3)nc2n1 | 0.17 | 110 | 1.6 | 1% | 1.2 | -2 | -0.0042 | 4 | 0.0016
COC(=O)c1ccccc1NC(=O)C1CC(=O)N(c2ccc(F)cc2)C1 (centres undefined) | 0.29 | 89 | 1.3 | 3% | 1.1 | -4 | 0.091 | 11 | 0.99
